Source: PubChem (Broad Institute)
CFTR F508del cor = correctors of CFTR F508del function in bronchial epithelial cells | activity (quench increase), % at 7.58 µM | AID 720511 | CFBE cells, YFP halide quenching; stimulated with forskolin plus potentiator P3; % fluorescence drop versus neutral controls | 0.36% of 350,000 active;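 active means mean added fluorescence quench of at least 8% versus neutral control, with both replicates also reaching 8%; inconclusive means only one of the mean or replicate conditions met; inactive means mean below 8% and not both replicates reaching 8%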;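 further: cells transiently co-express mutant CFTR-F508del with the halide-sensitive YFP; corrector assay measuring rescue of mutant channel to the surface after 24 h compound exposure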
SIRT5 block = sirtuin-5 (human) deacylase inhibition. Purified SirT5, succinyl-peptide AMC, trypsin-coupled fluorescence. inhibition, % at 15 µM. 1.1% of 330,000 active; in the data active means inhibition above about 15%; inconclusive means no clear call, values can overlap the other calls
miR122 inh = inhibitors of miR-122 in Huh7 cells. activation (reporter increase), % at 12.5 µM. 0.3% of 340,000 active. Huh7 miR-122 Renilla luciferase sensor, 48 h; neutral wells = 0, positive control = 100;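 active means mean replicate activation score at least 90 and every replicate individually at or above 90; inconclusive means only one of the two criteria met; inactive means neither criterion met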;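 further: higher luciferase means less miR-122 activity so hits act as miR-122 inhibitors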
Casp6 inh = blocks human caspase-6 cleavage activity; purified caspase-6, Z-VEID-R110 cleavage fluorescence; inhibition, % at 12.5 µM; 0.53% of 350,000 active; AID 686996;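 active means mean inhibition across replicates at least about 35%, with every replicate also reaching that limit, limit read from the data; inconclusive means only one of the two criteria met; inactive means neither criterion met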;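 further: 0% = median of neutral control wells and 100% = no fluorescence left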
DENV2 CPE rescue = DENV2-induced cell death inhibition; CPE inhibition, % at 9.99 µM; DENV2-infected cells, cytopathic effect rescue, plate reader; 1.7% of 350,000 active; AID 651640; in the data active means CPE inhibition above about 20%, passing the limit was not always enough; inconclusive means no clear call, values can overlap the other calls; tested in BHK-21 cells;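 further: 0% = median of neutral control wells and 100% = median of positive control wells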
ERp5 block = blocks human ERp5 reductase activity on insulin; AID 651711; 0.05% of 350,000 active; inhibition, % at 9.99 µM; ERp5 insulin aggregation, absorbance 650 nm, 90 min; Q15084;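 active means mean replicate inhibition above about 25%, with every replicate also reaching it, limit read from the data, passing the limit was not always enough; inconclusive means only one of those two criteria met; inactive means neither criterion met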
ERAP1 HTS inh = ERAP1 (human) enzyme inhibition; inhibition, % at 10.7 µM; recombinant ERAP1, Leu-AMC fluorescence, 60 min; 0.15% of 340,000 active;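 active means mean replicate inhibition of at least 30%, or all replicates individually reaching that 30% level; inactive means mean below 30% and not every replicate reaching it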;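 further: 0% = neutral control wells and 100% = L-leucinethiol positive control wells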
Target sequence (Q9NZ08 whole entry, looked up): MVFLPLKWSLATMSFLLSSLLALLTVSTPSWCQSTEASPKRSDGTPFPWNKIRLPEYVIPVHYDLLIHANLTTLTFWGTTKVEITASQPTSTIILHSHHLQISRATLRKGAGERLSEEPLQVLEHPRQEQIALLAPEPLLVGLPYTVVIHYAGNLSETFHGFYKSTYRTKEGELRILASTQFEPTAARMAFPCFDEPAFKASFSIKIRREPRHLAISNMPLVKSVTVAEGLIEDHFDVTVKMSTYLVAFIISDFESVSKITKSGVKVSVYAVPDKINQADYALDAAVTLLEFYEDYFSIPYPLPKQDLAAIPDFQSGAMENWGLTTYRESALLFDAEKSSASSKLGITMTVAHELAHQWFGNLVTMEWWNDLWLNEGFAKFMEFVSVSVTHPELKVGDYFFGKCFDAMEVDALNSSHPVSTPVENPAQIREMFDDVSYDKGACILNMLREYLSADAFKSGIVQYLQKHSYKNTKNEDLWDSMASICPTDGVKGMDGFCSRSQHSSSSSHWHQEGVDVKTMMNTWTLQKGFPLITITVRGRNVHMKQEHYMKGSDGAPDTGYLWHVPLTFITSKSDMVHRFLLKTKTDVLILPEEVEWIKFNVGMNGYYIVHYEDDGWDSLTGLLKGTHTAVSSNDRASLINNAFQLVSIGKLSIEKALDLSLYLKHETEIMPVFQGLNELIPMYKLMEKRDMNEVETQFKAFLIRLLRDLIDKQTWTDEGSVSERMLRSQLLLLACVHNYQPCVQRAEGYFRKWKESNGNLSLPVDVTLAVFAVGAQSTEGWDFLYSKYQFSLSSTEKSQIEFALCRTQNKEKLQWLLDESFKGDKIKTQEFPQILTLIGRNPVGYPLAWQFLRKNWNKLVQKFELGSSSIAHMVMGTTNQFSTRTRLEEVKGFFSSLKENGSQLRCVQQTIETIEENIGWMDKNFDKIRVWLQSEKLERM
* marks the source's active call; other numbers are inactive results; ? = inconclusive; / = no result given; [ ] = dose if it differs, or a comment.

item | SMILES | CFTR F508del cor | SIRT5 block | miR122 inh | Casp6 inh
1 | Fc1cccc(NC(=S)NNc2ccccc2)c1 | -1.7 | -5.6 | 46.5 | -2.1
2 | COc1cccc(CNC(=O)CN2C(=O)CSc3ccc(S(=O)(=O)N4CCOCC4)cc32)c1 | 0.2 | 0.2 | 6.9 | 2.7
3 | CNC(=S)NNC(=O)c1noc(C)c1C(=O)N1CCN(C(c2ccccc2)c2ccccc2)CC1 | 1.1 | 1.6 | -3.7 | 0.6
4 | CCNC(=O)Nc1ccc2c(c1)C(=O)N(C)[C@@H]1CC[C@H](CC(=O)NCCN3CCCC3)O[C@@H]1CO2 | -0.3 | / | 0.0[16.7 µM] | /
5 | O=C(NC1CCN(S(=O)(=O)c2cccc(F)c2)CC1)c1cccc(F)c1 | 0.1 | -1.5 | / | -0.2
6 | CCn1nc(C)c(CNC(=O)c2cc(COc3ccccc3SC)on2)c1C | -0.8 | -3.6 | -5.5 | /
7 | CC(=O)N1[C@H](CO)[C@@H](c2ccccc2)C12CN(C(=O)c1ccccn1)C2 | -0.4 | -7.2 | / | 3.2
8 | CC(SC(C)C(=O)NN=Cc1ccc(F)cc1)C(=O)NN=Cc1ccc(F)cc1 (stereo not given) | / | -2.5 | -2.6 | -2.5
9 | C/C=C/C(=O)N1c2ccc(C)cc2C(C)=CC1(C)C | 2.1 | 0.4 | 2.1 | -0.3
10 | CCCCN1C(=O)C(=O)N(CC(=O)NC2CCCc3ccccc32)C1=O (stereo not given) | -0.2 | -1.6 | / | -0.9
11 | O=C(CN1CCN(S(=O)(=O)c2ccc(F)cc2)CC1)Nc1ccnn1C1CCCC1 | -0.3 | -2.3 | -2.6 | -1.1
12 | O=C(c1ccc(F)cc1)N1CC(=O)N2[C@H](CO)[C@H](c3ccc(-c4ccccc4)cc3)[C@@H]2C1 | 3.3 | 1.1 | / | -0.4

item | DENV2 CPE rescue | ERp5 block | ERAP1 HTS inh
1 | 5.1 | 2.1 | -2.7
2 | 0.0 | -3.8 | -1.0
3 | 3.6 | -0.9 | -1.9
4 | 0.5 | / | /
5 | 1.1 | 4.1 | 0.2
6 | 1.2 | -2.9 | 0.5
7 | -5.2 | -2.5 | -0.9
8 | -14.4 | 6.6 | -9.3
9 | 13.0 | 8.2 | 0.1
10 | -2.0 | 1.3 | -2.5
11 | 1.0 | 1.1 | 2.6
12 | 5.2 | 0.5 | 2.4

Ordered by count of non-hydrogen atoms (rising): part of the list above.
item | SMILES | CFTR F508del cor | SIRT5 block | miR122 inh | Casp6 inh
1 | Fc1cccc(NC(=S)NNc2ccccc2)c1 | -1.7 | -5.6 | 46.5 | -2.1
9 | C/C=C/C(=O)N1c2ccc(C)cc2C(C)=CC1(C)C | 2.1 | 0.4 | 2.1 | -0.3
7 | CC(=O)N1[C@H](CO)[C@@H](c2ccccc2)C12CN(C(=O)c1ccccn1)C2 | -0.4 | -7.2 | / | 3.2
6 | CCn1nc(C)c(CNC(=O)c2cc(COc3ccccc3SC)on2)c1C | -0.8 | -3.6 | -5.5 | /
8 | CC(SC(C)C(=O)NN=Cc1ccc(F)cc1)C(=O)NN=Cc1ccc(F)cc1 (stereo not given) | / | -2.5 | -2.6 | -2.5
11 | O=C(CN1CCN(S(=O)(=O)c2ccc(F)cc2)CC1)Nc1ccnn1C1CCCC1 | -0.3 | -2.3 | -2.6 | -1.1
12 | O=C(c1ccc(F)cc1)N1CC(=O)N2[C@H](CO)[C@H](c3ccc(-c4ccccc4)cc3)[C@@H]2C1 | 3.3 | 1.1 | / | -0.4
2 | COc1cccc(CNC(=O)CN2C(=O)CSc3ccc(S(=O)(=O)N4CCOCC4)cc32)c1 | 0.2 | 0.2 | 6.9 | 2.7
3 | CNC(=S)NNC(=O)c1noc(C)c1C(=O)N1CCN(C(c2ccccc2)c2ccccc2)CC1 | 1.1 | 1.6 | -3.7 | 0.6

item | DENV2 CPE rescue | ERp5 block | ERAP1 HTS inh
1 | 5.1 | 2.1 | -2.7
9 | 13.0 | 8.2 | 0.1
7 | -5.2 | -2.5 | -0.9
6 | 1.2 | -2.9 | 0.5
8 | -14.4 | 6.6 | -9.3
11 | 1.0 | 1.1 | 2.6
12 | 5.2 | 0.5 | 2.4
2 | 0.0 | -3.8 | -1.0
3 | 3.6 | -0.9 | -1.9

More records.
item | SMILES | CFTR F508del cor | SIRT5 block | miR122 inh | Casp6 inh
13 | O=C1CN(C(=O)COc2c(Cl)cccc2Cl)c2ccccc2N1 | -1.3 | 1.2 | 14.5 | 0.9
14 | Cc1cccc(C)c1NC(=O)C(C1CC1)n1c(-c2ccc(C(F)(F)F)cc2)nc2ccccc21 (stereo not given) | 3.0 | / | / | 1.1
15 | COc1ccc2c3c(n(C)c2c1)[C@H](CO)N(C(=O)c1ccc(F)cc1)CC31CN(C)C1 | -0.6 | / | / | /
16 | CCOC(=O)c1ccccc1N=N/C(C(C)=O)=C(/C)O | / | 1.2 | / | 1.7
17 | O=C(c1cccc(F)c1)N1CCCCN2[C@H](CO)[C@@H](c3ccc(-c4ccc(F)cc4)cc3)[C@@H]2C1 | -2.6 | 6.3 | 3.8[16.7 µM] | 0.1
18 | Cc1ccc(NC(=O)CC(O)(C(F)(F)F)C(F)(F)F)c(Br)c1 | / | / | 2.3 | 0.1
19 | C/C(=N/NC(=O)CN1CCN(S(=O)(=O)c2ccc(Br)cc2)CC1)c1ccncc1 | -2.5 | 2.6 | 2.4 | -1.2
20 | O=C1[C@@H]2Cc3c([nH]c4ccccc34)CN2C(=O)CN1CCO | -2.1 | 3.3 | -9.0 | -0.3
21 | CCN1C(=O)S/C(=C/c2cn(C)c3ccccc23)C1=O | 6.5 | -2.5 | / | -1.5
22 | O=C(N/N=C/C(Br)=C/c1ccccc1)c1ccc([N+](=O)[O-])cc1 | -3.2 | -0.9 | -3.4 | -2.2
23 | O=C(NCCc1ccc(Cl)cc1)c1ccc(Br)s1 | 0.6 | -3.9 | / | 1.5
24 | CCc1ccc(OC)c(S(=O)(=O)N2CCN(C(=O)c3ccco3)CC2)c1 | -0.1 | -0.4 | 3.4 | -0.8

item | DENV2 CPE rescue | ERp5 block | ERAP1 HTS inh
13 | -9.3 | 2.4 | 1.1
14 | -5.0 | 1.8 | 2.9
15 | -12.4 | 3.4 | 0.9
16 | 0.6 | ? | -4.8
17 | -3.9 | 5.2 | -1.5
18 | / | -3.6 | -1.5
19 | 0.5 | -3.5 | /
20 | 2.4 | -0.5 | 4.3
21 | 11.1 | -5.3 | -0.4
22 | -4.5 | 2.3 | 1.5
23 | -1.6 | -2.3 | -0.3
24 | -4.1 | 1.3 | -1.4

Next records follow.
item | SMILES | CFTR F508del cor | SIRT5 block | miR122 inh | Casp6 inh
25 | COc1cc2cc(C(c3nnnn3C(C)(C)C)N3CCc4ccccc43)c(=O)[nH]c2cc1OC (stereo not given) | -1.5 | -2.2 | -5.5 | 9.2
26 | CCCNC(=O)c1nc(C)n(-c2cc(Cl)ccc2Cl)n1 | 0.2 | 1.4 | / | 0.1
27 | Cc1cc(C(=O)NNC(=O)/C=C/c2ccccc2Cl)c(C)o1 | 1.8 | 2.4 | -1.7 | -6.6
28 | CC(C)NS(=O)(=O)c1ccc(NC(=O)c2cccnc2)cc1 | 3.0 | 7.8 | 2.4 | -1.8
29 | COc1ccc(Cl)cc1C(=O)Nc1ccc(OCC(=O)N2CCOCC2)cc1 | 3.2 | 4.4 | -3.6 | 3.7
30 | CN1CCN(C(=O)C[C@@H]2C=C[C@H](NC(=O)c3ccc4c(c3)OCO4)[C@@H](CO)O2)CC1 | -1.3 | 1.6 | / | 3.3
31 | C[C@H](CO)N1C[C@H](C)[C@@H](CN(C)C(=O)Nc2ccc(F)cc2)OCCCC[C@H](C)Oc2ccc(NS(=O)(=O)c3cccs3)cc2C1=O | -2.0 | 4.6 | 0.7[16.7 µM] | 0.0
32 | C[C@H]1CN([C@@H](C)CO)C(=O)c2cc(NC(=O)Nc3ccc(F)cc3)ccc2O[C@@H]1CN(C)CC1CC1 | -0.8 | / | / | -0.6

item | DENV2 CPE rescue | ERp5 block | ERAP1 HTS inh
25 | 2.0 | 0.2 | -13.1
26 | 3.5 | -0.3 | 4.1
27 | -4.9 | 3.0 | 1.2
28 | -0.3 | 1.2 | 4.0
29 | 7.6 | -4.2 | -0.5
30 | 2.9 | 4.0 | 0.2
31 | -1.6 | 8.5 | -4.0
32 | -6.9 | -4.5 | 0.5
